# High-throughput results (PubChem)
# MLL CXXC-DNA inh: blocks binding of human MLL CXXC domain to DNA; Q03164; MLL-CXXC / FITC-HOXA9 DNA fluorescence polarization; Potency, µM (highest dose often 115 µM), inactives show at the top dose activity change, negative = inhibition, actives largely listed as inhibitors; hit rate 0.037% among 290,000; AID 2662; active means well fitted inhibition curve with a large enough effect in the polarisation, with a control signal flat, not every such curve was filed as active; inconclusive means small, poorly fitted or top-dose-only effect, or effect the other way, or a change in a side signal; inactive means no such curve, though single readings can be large or run the other way; the % refers to the polarisation; further: potency means the concentration at half of the fitted maximal effect
#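 Fluorescence polarization: 7 uM MLL-CXXC (stock) preincubated 5 min with compounds, then 50 nM fluorescein-HOX-A9 DNA (stock) added; 30 min ambient. Buffer 50 mM Tris-HCl pH 7.5, 50 mM NaCl, 1 mM DTT, 0.05% BSA.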
# MBNL1 CUG block: blocks human MBNL1 binding to CUG repeat RNA | Q9NR56 | TR-FRET MBNL1-His/biotin-(CUG)12 binding, 665/545 ratio | Potency, µM (series often up to 57.5 µM), for the others: top-dose activity change, negative = inhibition, hits mostly inhibitors | hit rate 0.036% among 280,000; active means well fitted inhibition curve with a large enough effect in the signal ratio, with a control signal flat, not every such curve was filed as active; inconclusive means small, poorly fitted or top-dose-only effect, or effect the other way, or a change in a side signal; inactive means no such curve, though single readings can be large or run the other way; the % refers to the signal ratio; further: potency means the concentration at half of the fitted maximal effect; on the % scale 0 is the no-effect control and ±100 the full control effect
#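 TR-FRET between His-tagged MBNL1 and biotin-(CUG)12 RNA, detected with Tb anti-His antibody (0.055 ng/ul) and streptavidin-XL665 (5 nM), 60 min at room temperature. Compounds titrated 92 nM to 58 uM; 665/545 nm ratio normalized to buffer and complex controls.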
# TSG101-PTAP inh: blocks PTAP/TSG101 interaction to inhibit HIV-1 budding; 340,000 tested, under 10 active; Q99816; Fluorescence polarization, FITC-PTAP peptide / Tsg101 binding; Potency, µM (doses to about 115 µM), for inactives: at the highest dose activity change, negative = inhibition, most hits filed as inhibitors; active means well fitted inhibition curve with a large enough effect in the main read-out, with a control signal flat, not every such curve was filed as active; inconclusive means small, poorly fitted or top-dose-only effect, or effect the other way, or a change in a side signal; inactive means no such curve, though single readings can be large or run the other way; further: potency means the concentration at half of the fitted maximal effect; % of control where 0% means no effect
# Target sequence (Q99816 whole entry, looked up): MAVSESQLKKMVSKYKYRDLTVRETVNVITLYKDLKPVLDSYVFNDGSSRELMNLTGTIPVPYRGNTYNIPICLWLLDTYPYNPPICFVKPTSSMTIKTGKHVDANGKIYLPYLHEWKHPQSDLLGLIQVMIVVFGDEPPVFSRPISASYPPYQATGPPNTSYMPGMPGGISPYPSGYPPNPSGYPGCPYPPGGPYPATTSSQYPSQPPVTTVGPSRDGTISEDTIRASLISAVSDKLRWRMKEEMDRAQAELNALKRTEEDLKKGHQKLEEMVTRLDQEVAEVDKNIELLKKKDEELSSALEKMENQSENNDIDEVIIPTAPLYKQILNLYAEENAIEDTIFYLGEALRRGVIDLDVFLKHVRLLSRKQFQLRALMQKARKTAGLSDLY
#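 Fluorescence polarization binding of Tsg101 binding domain (10 uM final) to FITC-labeled PTAP peptide (50 nM final) in HEPES pH 7.5 buffer with NaCl, Tween 20, EDTA, TCEP. Compounds added before peptide; binding 20 min at RT.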
# Menin MLL FP TR: inhibitors of human menin-MLL interaction, mutant MLL peptide | Potency, µM (titrated, usually from 61.6 µM), for inactives: at the highest dose FP activity change, negative = inhibition, usual class: inhibitors | O00255 | Menin + Texas Red MLL mutant peptide, fluorescence polarization | hit rate 0.23% among 270,000; active means well fitted inhibition curve with a large enough effect in the polarisation, with a control signal flat, not every such curve was filed as active; inconclusive means small, poorly fitted or top-dose-only effect, or effect the other way, or a change in a side signal; inactive means no such curve, though single readings can be large or run the other way; the % refers to the polarisation; further: potency means the concentration at half of the fitted maximal effect; % of control where 0% means no effect; many of its hits are not listed in these tables
# Target sequence (O00255 whole entry, looked up): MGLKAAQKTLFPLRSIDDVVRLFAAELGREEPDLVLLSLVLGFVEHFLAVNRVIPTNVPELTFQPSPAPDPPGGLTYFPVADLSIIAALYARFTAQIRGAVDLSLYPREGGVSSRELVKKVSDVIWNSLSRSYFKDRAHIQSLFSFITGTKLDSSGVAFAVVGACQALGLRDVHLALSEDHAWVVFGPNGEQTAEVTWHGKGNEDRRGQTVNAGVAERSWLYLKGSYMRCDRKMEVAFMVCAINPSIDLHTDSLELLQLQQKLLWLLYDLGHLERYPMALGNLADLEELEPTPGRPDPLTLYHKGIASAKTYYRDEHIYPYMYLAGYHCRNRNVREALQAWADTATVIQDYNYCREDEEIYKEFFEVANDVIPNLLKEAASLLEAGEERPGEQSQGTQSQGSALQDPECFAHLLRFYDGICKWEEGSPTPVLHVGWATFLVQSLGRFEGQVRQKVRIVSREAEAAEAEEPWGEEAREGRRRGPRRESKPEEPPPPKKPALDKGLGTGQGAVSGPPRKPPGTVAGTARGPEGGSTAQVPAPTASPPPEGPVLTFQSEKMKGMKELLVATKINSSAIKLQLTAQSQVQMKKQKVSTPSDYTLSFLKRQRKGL
# Integrin act MD: integrin-mediated muscular dystrophy alleviation activation. alpha7betagal myoblasts, beta-gal FDG fluorescence, 48 h. Potency, µM (doses to about 38.3 µM), without a hit: at the highest dose activation, most hits filed as activators. hit rate 0.064% among 350,000. AID 624291;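 further: potency means the concentration at half of the fitted maximal effect; 100% = response of the positive control SU9516; nearly all actives have a fitted effect of over 60% in size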
#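 Alpha7betagal+/- myoblasts (passage 13) were plated 16-24 hr, then exposed to compounds (1:260 dilution of DMSO stock) for 48 hours at 37C. After MPER lysis, β-galactosidase reporter activity was read as FDG fluorescence (ex 480/em 540) after 30 minutes.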
# TCR activator: T cell receptor activation. primary human leukocytes, anti-CD3, IL-2 HTRF, 48 h. Potency, µM (series often up to 9.22 µM), without a hit: top-dose activation of IL-2 secretion, hits mostly activators. 330,000 tested, under 10 active. AID 504894; further: % of control where 0% means no effect
#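 IL-2 release read by HTRF sandwich (Eu cryptate donor, d2 acceptor, 665 nm emission) after 48 hr exposure of primary human leukocytes to compound together with anti-CD3 beads in the absence of co-stimulatory signals.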
# S-ASM inh: inhibitors of human secretory acid sphingomyelinase; P17405; placental ASM, HMU-PC fluorogenic substrate, 60 min; Potency, µM (highest dose often 57.5 µM), inactives show at the top dose activity change, negative = inhibition, actives largely listed as inhibitors; hit rate 0.006% among 340,000; further: potency means the concentration at half of the fitted maximal effect
#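 qHTS format. ASM enzyme prepared from human placenta hydrolyses the fluorogenic substrate HMU-PC0 (9 uM final) over 60 min at 37 °C after a 10 min compound preincubation.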
# A-T KAP1 phos: potential ataxia-telangiectasia treatments restoring KAP-1 phosphorylation | hit rate 0.19% among 320,000 | AID 485349 | […] A-T fibroblasts, KAP-1 phosphorylation AlphaLISA; neocarzinostatin DNA damage 30 min before lysis | Potency, µM (titrated, usually from 57.5 µM), without a hit: at the top dose activation, actives largely listed as activators; further: potency means the concentration at half of the fitted maximal effect; % of control where 0% means no effect; nearly all actives have a fitted effect of over 45% in size
#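 hTERT-immortalized A-T patient fibroblasts ([…]), 500 cells/well in OPTI-MEM, 1% FBS, got compounds for 60 min, then NCS for 30 min at 37C. Lysates were then assayed for phospho-KAP-1 by AlphaLISA (anti-pKAP1 donor, anti-KAP1 acceptor beads), 6 hr at 25C.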
# TSHR antagonist: blocks TSH signaling through the human TSH receptor. P16473. TSHR-expressing cells, TSH-stimulated cAMP HTRF, 2 h; active compounds read low. activity change, negative = inhibition, % at 11.5 µM. hit rate 0.2% among 330,000. AID 504810;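 active means activity change below a set negative limit, meaning inhibition stronger than a set level, cut at about -70% in these data; inconclusive means activity change between two set negative limits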; further: on the % scale 0 is the no-effect control and ±100 the full control effect
#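 Inhibition of cAMP made by TSHR-expressing cells under TSH stimulation (4nM final, EC80; 2 h, 37 deg C) is quantified with a one-step lysis HTRF kit, anti-cAMP cryptate versus cAMP-d2.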
# Mito fusion act: mitochondrial division inhibition or fusion activation | S. cerevisiae fusion-defective mutant growth rescue, CellTiterGlo 48 h | Potency, µM (doses to about 46.1 µM), without a hit: top-dose growth rescue (activation), most hits filed as activators | hit rate 0.23% among 320,000 | AID 485298;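 further: potency means the concentration at half of the fitted maximal effect; % of control where 0% means no effect; nearly all actives have a fitted effect of over 45% in size; temperature-sensitive fusion mutants such as fzo1-1 at 37 °C on non-fermentable ethanol glycerol medium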
#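 Read-out: ATP-based luminescence (CellTiterGlo, 10 min ambient) reporting growth of fusion-defective ts yeast after 48 hours at 37C on glycerol/ethanol YPEG medium in the presence of compound.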
# An asterisk follows results filed as active; ? = inconclusive; . = not tested or not shown; [ ] = another dose, or the depositor's remark. Unless noted, the call rests on the fitted dose curve; in most records, active means well fitted curve in the direction sought with a large enough effect; inconclusive means small, poorly fitted or top-dose-only effect, or another doubt; inactive means no such curve, though single readings can be large; an effect the other way counts as inactive or inconclusive. An excerpt; count on the stated rates, not on these rows.
molecule,TSHR antagonist,Menin MLL FP TR,MLL CXXC-DNA inh,Mito fusion act,MBNL1 CUG block,Integrin act MD,TSG101-PTAP inh,A-T KAP1 phos,TCR activator,S-ASM inh
CN(CCOc1ccccc1)CC(=O)Nc1ccc([N+](=O)[O-])cc1Cl,-33,-16%,3%,?,18%,2%,-3%,11%,1%,-4%
COc1ccc(C2CCCN2C(=O)Nc2cccc(C(C)=O)c2)cc1OC (centres undefined),-2,-3%,-2%,7%,-9%,22%,-10%,-9%,1%,2%
CN(Cc1ccccc1)C(=O)c1ccc(NC(=O)Cc2cccc(NC(=O)C3CCN(C(=O)C4CCC4)CC3)c2)cc1,0,.,.,5%,.,-2%,3%,4%,-4%,2%
O=C(O)Cc1ccc(NC(=O)Cc2ccc3ccccc3c2)cc1,1,-6%,-5%,1%,4%,7%,0%,2%,2%,3%
COc1ccc(Nc2cc(Nc3cccc(OC)c3)ncn2)cc1,7,?,8%,2%,-9%,2%,-1%,9%,4%,9%
COc1ccc(Sc2nc(-c3ccccn3)ncc2OC)cc1,12,-18%,0%,9%,5%,-19%,-2%,2%,-5%,-1%
CC(=Nc1cc(C(=O)c2ccccc2)ccc1N)C1=C(O)CC(C)(C)CC1=O,7,8%,-1%,-8%,?,0%,-1%,-4%,-7%,-1%
COc1ccc(CCNC(=O)CCN2C(=O)COc3ccccc32)cc1OC,25,-2%,2%,-1%,2%,-15%,-8%,5%,.,3%
CC(Sc1nnc2n1CCCCC2)C(=O)Nc1ccc(S(N)(=O)=O)cc1 (centres undefined),-7,.,.,3%,.,11%,-1%,1%,-2%,-2%
CN(C)c1ccc(C2CC(=O)NC3=C2C(=O)CC(C)(C)C3)cc1 (centres undefined),-3,10%,1%,1%,-2%,15%,0%,-1%,0%,31%
C=CCNC(=O)NC(=O)COC(=O)c1ccccc1Sc1ccc(C(F)(F)F)cc1[N+](=O)[O-],-6,3%,5%,0%,2%,-9%,2%,-2%,-3%[46.1 µM],-5%
C=CCn1c(-c2ccccc2)n[nH]c1=S,43,5%,-2%,11%,?,6%,-6%,-2%,-6%[46.1 µM],-2%
CCN(C(=O)COc1ccc2ccc(=O)oc2c1)C1CCCCC1,.,.,.,.,.,10%,0%,13%,0%,9%
Cc1n[nH]c(C)c1Sc1ccccc1[N+](=O)[O-],-2,6%,15%,1%,16%,2%,-2%,-2%,-3%,40%[activator]
Cn1cccc1C(=O)OCC(=O)NCc1ccc2c(c1)OCO2,18,.,.,-7%,.,-10%,-2%,-1%,2%,6%
Cc1ccc(N2C(=O)c3ccccc3C2=O)nc1,-1,0%,12%,-1%,?,36%,1%,-16%,-6%,8%
O=c1c2ccccc2nnn1CSc1nc2cc(Cl)ccc2c(=O)n1Cc1ccco1,.,.,.,.,.,11%,-2%,.,-3%,0%
Cc1ccc(C(=O)N2CCC3(CC2)Oc2ccc(Cl)cc2C(=O)C32CC(c3ccc(Cl)cc3)=NO2)s1 (centres undefined),16,.,0%,1%,-9%,4%,-1%,-27%,7%,-3%
CC(=O)c1c(C)[nH]c(C(=O)CSc2nc3ccccc3c(=O)n2CCCN2CCOCC2)c1C,3,12%,5%,-1%,-5%,-32%[inhibitor],-9%,4%,-1%,0%
COc1ccc(N2CCN(C3CCCN(C(=O)CN4CCCC4=O)C3)CC2)cc1 (centres undefined),4,-7%,7%,-3%,-1%,22%,-5%,0%,-1%,2%
O=C(NC1CCCCC1)C1CC(=O)N(CCc2ccccc2)C1 (centres undefined),22,-10%,-7%,-1%,-6%,10%,-8%,.,-2%,-2%
Oc1ccc(/C(Cc2ccccn2)=N\Nc2ccccc2)c(O)c1,-3,?,3%,-7%,12%,-27%,0%,3%,2%,-6%
COc1ccc(CNC(=O)c2cc(C3CC3)nc3c2cnn3C(C)C)cc1,3,.,.,-8%,.,11%,0%,-2%,-2%,-5%
CCOc1ccccc1C(=O)n1nc2nc(C)cc(C)c2c1N,28,-6%,10%,-3%,0%,18%,-6%,.,-7%,2%
CCOc1cc(/C=N/NC(=O)c2ccccc2-n2cccc2)ccc1O,-4,.,.,-1%,.,15%,1%,2%,-8%,1%
CC(C)(C)Nc1nc(Cl)nc(NC(C)(C)C)n1,15,2%,-7%,-1%,.,21%,-10%,.,9%,5%
O=C(Nc1ccc(F)cc1)N1CCC(c2nc3c(nnn3Cc3cccc(Cl)c3)c(=O)[nH]2)CC1,4,23%,-1%,0%,-10%,-16%,-6%,-4%,0%,?
Cn1cnnc1Sc1ccc(C(=O)NCCC(c2ccccc2)c2ccccc2)cc1[N+](=O)[O-],4,9%,1%,0%,?,-37%,-1%,2%,4%[46.1 µM],-5%
O=C(N/N=C\c1cn(-c2ccccc2)nc1-c1ccccc1)c1ccc2c(c1)OCO2,-13,25µM*,27%,-11%,6%,-22%,-1%,2%,-3%,-12%
O=C(O)C1CC=CCC1C(=O)Nc1ccc(Oc2ccc(Cl)cc2)cc1 (centres undefined),-14,0%,-5%,2%,1%,-18%,-2%,6%,-1%[46.1 µM],-15%
Cc1cccc(C(=O)OCC(=O)NCCCc2ccccc2)c1O,-7,?,7%,3%,1%,9%,-2%,-4%,-1%,-4%
Nn1c(SCC(=O)NC2CCS(=O)(=O)C2)nnc1-c1ccco1 (centres undefined),-6,.,.,.,.,13%,-1%,4%,1%,2%
CC1(C2CC(C(F)(F)F)n3nc(C(=O)O)cc3N2)CC1 (centres undefined),-4,-11%,-7%,4%,-4%,-4%,-1%,3%,-5%,4%
Cn1nccc1C(=O)Nc1ccc(OC(=O)c2ccnn2C)cc1,-9,4%,15%,-1%,-5%,15%,4%,4%,6%,3%
COc1cccc(CN(C)C(=O)c2ccc(S(=O)(=O)Nc3ccccc3F)cc2)c1OC,5,.,.,-1%,.,2%,-3%,7%,-15%,0%
CCOc1ccc(C(O)C(CN2CCOCC2)c2ccccc2)cc1 (centres undefined),5,?,-13%,-7%,-8%,7%,-1%,13%,-3%,4%
CN(Cc1ccccc1)C(NC(=O)c1ccccc1)C(Cl)(Cl)Cl (centres undefined),68,2%,-8%,-7%,7%,-18%,-3%,?,-5%,-1%
O=C(Nn1c(-c2ccc(Br)cc2)nc2ccccc2c1=O)c1cccnc1,-1,-7%,4%,-6%,-1%,16%,-1%,1%,10%,4%
CC1CC(C)CN(S(=O)(=O)c2ccc(F)c(C(=O)Nc3ccc(Cl)cc3F)c2)C1 (centres undefined),-1,1%,-4%,-2%,0%,?,-5%,-3%,-4%,-2%
Cc1cccc(/C=C/C(=O)c2ccc(N3CCOCC3)cc2)c1,-12,4%,-5%,-3%,18%,.,.,3%,3%[46.1 µM],.
Cn1c(SCc2nc3ccccc3c(=O)[nH]2)nnc1-c1ccco1,1,21%,6%,1%,-2%,?,-4%,-8%,2%,0%
CC(=O)Oc1ccc(C(=O)Nc2ccccc2C(=O)NCC(C)C)cc1,-8,1%,-9%,-5%,-11%,-7%,-3%,1%,2%[46.1 µM],-2%
COc1cccc(OC)c1C(=O)Nn1c(-c2cccc(C)c2)nc2ccccc2c1=O,3,-11%,?,-13%,.,0%,-4%,2%,-2%,11%
Cc1c(NC(=O)C2CCCCN2S(=O)(=O)c2ccc(Cl)cc2)c(=O)n(-c2ccccc2)n1C (centres undefined),3,1%,-4%,-2%,-5%,-2%,-5%,8%,2%,-1%
COc1ccc(-n2cnc3cc(C(=O)NCCN4CCOCC4)ccc32)cc1,5,-6%,10%,1%,3%,1%,-2%,1%,6%,4%
NNC(=O)CN1C(c2ccccc2Br)=Nc2ccc(Br)cc2C1c1ccccc1 (centres undefined),7,6%,-8%,-10%,-12%,-4%,-7%,1%,0%[46.1 µM],-3%
CNC(=S)Nc1ccc([N+](=O)[O-])cc1,2,12%,8%,1%,?,18%,-7%,0%,-13%,0%
Cc1cc(-c2ccc(C)c(S(=O)(=O)NCc3cccc(Br)c3)c2)on1,-13,?,-3%,33%,3%,?,-10%,10%,5%,-30%
O=C(CCNc1ccccc1)c1ccc2c(c1)OCO2,19,23%,3%,-4%,-5%,0%,-4%,-5%,-3%,1%
